# BRCA1 expr up = qHTS Assay to Identify Small Molecule Activators of BRCA1 Expression; 380,000 compounds, 1.1% hits; AID 624202, 2012; MCF7-BRCA1-FFLuc reporter, luminescence, 48 h; response scale: scaled: vehicle 0%, 10 µM genistein 100%; Potency, µM (top dose mostly 46.1 µM), for inactives: at the highest dose activation, actives largely listed as activators; note: potency is the fitted concentration of half-maximal effect; nearly all actives have a fitted effect of over 80% in size; some results filed as inactive show a strong effect at the top dose
#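 MCF7-BRCA1-FFLuc, 2000 cells/well; 2 h attach, 37 °C/5% CO2; compound 48 h; luciferase substrate 15 min; luminescence end-point. Norm. to genistein 10 microM max activation and DMSO; concentration-response curves fitted.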
# ELG1 DNA repair = qHTS screen for small molecules that inhibit ELG1-dependent DNA repair in human embryonic kidney (HEK293T) cells expressing luciferase-tagged ELG1; HEK293T ELG1-luciferase reporter, luminescence, 16 h; DNA damage induced by 5-fluorouridine; Potency, µM (doses to about 46.1 µM), for inactives: top-dose activity change, negative = inhibition, usual class: inhibitors; 330,000 compounds, 2.3% hits; note: potency is the fitted concentration of half-maximal effect; % is set by controls: 0 for no effect and ±100 for the full control effect; nearly all actives have a fitted effect of over 55% in size
#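 Luminescence from the luciferase reporter, measured 30 min after ONE-Glo reagent at room temperature, was the read-out. Beforehand, 2,000 cells per well were exposed for 16 hr at 37 °C to 5-fluorouridine together with compound or vehicle.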
# TCR activator = Activators of T cell receptors: qHTS campaign. primary human leukocytes, anti-CD3, IL-2 HTRF, 48 h. 330,000 tested, under 10 active. Potency, µM (series often up to 9.22 µM), for inactives: at the highest dose activation of IL-2 secretion, actives largely listed as activators; note: % of control where 0% means no effect
#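 Primary human leukocytes were stimulated with a-CD3 beads plus compounds for 48 hr without co-stimulation; secreted IL-2 was quantified by HTRF using a-IL-2-K (europium cryptate) and a-IL-2-d2, excited at 320nm with acceptor emission read at 665nm.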
# CXXC DNA block = qHTS Fluorescence Polarization Assay for Inhibitors of MLL CXXC domain - DNA interaction; Histone-lysine N-methyltransferase 2A (Homo sapiens), Q03164; MLL-CXXC / FITC-HOXA9 DNA fluorescence polarization; Potency, µM (top dose mostly 115 µM), inactives show at the top dose activity change, negative = inhibition, hits mostly inhibitors; 290,000 compounds, 0.037% hits; active = well fitted inhibition curve with a large enough effect in the polarisation, with a control signal flat, not every such curve was filed as active; inconclusive = small, poorly fitted or top-dose-only effect, or effect the other way, or a change in a side signal; inactive = no such curve, though single readings can be large or run the other way; the % refers to the polarisation; note: potency is the fitted concentration of half-maximal effect
#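 Fluorescence polarization: 7 uM MLL-CXXC (stock) preincubated 5 min with compounds, then 50 nM fluorescein-HOX-A9 DNA (stock) added; 30 min ambient. Buffer 50 mM Tris-HCl pH 7.5, 50 mM NaCl, 1 mM DTT, 0.05% BSA.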
# Integrin act MD = qHTS for Activators of Integrin-Mediated Alleviation for Muscular Dystrophy; alpha7betagal myoblasts, beta-gal FDG fluorescence, 48 h; Potency, µM (top dose mostly 38.3 µM), without a hit: at the top dose activation, usual class: activators; 350,000 compounds, 0.064% hits; AID 624291, 2012;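 note: potency is the fitted concentration of half-maximal effect; 100% = response of the positive control SU9516; nearly all actives have a fitted effect of over 60% in size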
#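 alpha7betagal+/- myoblasts (passage 13, 250/well) treated 48 h at 37C with compounds at 1:260 dilution of DMSO stock. Lysed, then beta-galactosidase activity read as FDG fluorescence (ex 480/em 540) after 30 min, with pre-read for autofluorescence.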
# TSG101-PTAP inh = qHTS Assay for Iinhibitors of HIV-1 Budding by Blocking the Interaction of PTAP/TSG101; Tumor susceptibility gene 101 protein (Homo sapiens), Q99816; Fluorescence polarization, FITC-PTAP peptide / Tsg101 binding; Potency, µM (highest dose often 115 µM), for the others: at the top dose activity change, negative = inhibition, usual class: inhibitors; 340,000 tested, under 10 active; active = well fitted inhibition curve with a large enough effect in the main read-out, with a control signal flat, not every such curve was filed as active; inconclusive = small, poorly fitted or top-dose-only effect, or effect the other way, or a change in a side signal; inactive = no such curve, though single readings can be large or run the other way; note: potency is the fitted concentration of half-maximal effect; % of control where 0% means no effect
# Target sequence (Q99816 whole entry, looked up): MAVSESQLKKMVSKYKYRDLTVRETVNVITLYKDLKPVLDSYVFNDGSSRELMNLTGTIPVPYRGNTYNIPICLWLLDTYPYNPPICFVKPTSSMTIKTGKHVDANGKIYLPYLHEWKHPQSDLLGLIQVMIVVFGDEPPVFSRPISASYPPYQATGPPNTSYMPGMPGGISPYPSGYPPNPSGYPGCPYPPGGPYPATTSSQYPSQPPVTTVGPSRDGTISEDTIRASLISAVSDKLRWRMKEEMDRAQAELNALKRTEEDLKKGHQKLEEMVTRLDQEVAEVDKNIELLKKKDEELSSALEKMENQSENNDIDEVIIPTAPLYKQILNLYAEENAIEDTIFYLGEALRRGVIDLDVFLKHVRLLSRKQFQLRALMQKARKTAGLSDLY
#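 Steps: Tsg101 binding domain dispensed (10 uM final), compounds pinned in DMSO, FITC-labeled PTAP-motif peptide added (50 nM final); after 20 min binding at room temperature, polarization measured.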
# B2AR arrestin = qHTS assay of beta-arrestin-biased ligands of beta2-adrenergic receptor. AID 492947, 2010. 330,000 compounds, 0.02% hits. Potency, µM (top dose mostly 46.1 µM), for inactives: at the top dose activation, hits mostly activators. Beta-2 adrenergic receptor (Homo sapiens), P07550. beta-arrestin recruitment to beta2AR, cell-based reporter;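 note: potency is the fitted concentration of half-maximal effect; 0% = DMSO controls and full agonism = EC100 isoproterenol or metaproterenol; nearly all actives have a fitted effect of over 65% in size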
# Target sequence (P07550 whole entry, looked up): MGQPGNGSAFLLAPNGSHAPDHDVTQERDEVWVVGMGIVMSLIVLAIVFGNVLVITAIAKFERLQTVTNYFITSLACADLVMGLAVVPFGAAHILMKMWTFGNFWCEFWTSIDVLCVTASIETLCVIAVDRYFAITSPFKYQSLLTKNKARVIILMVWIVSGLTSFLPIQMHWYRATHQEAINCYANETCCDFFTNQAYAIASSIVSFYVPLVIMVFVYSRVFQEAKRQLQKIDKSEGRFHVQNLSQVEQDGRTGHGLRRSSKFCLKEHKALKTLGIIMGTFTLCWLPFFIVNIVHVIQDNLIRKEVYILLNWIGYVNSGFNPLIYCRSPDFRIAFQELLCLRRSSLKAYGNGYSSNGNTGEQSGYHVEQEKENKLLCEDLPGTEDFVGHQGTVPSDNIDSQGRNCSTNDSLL
# TRPV1 ag = HTS Assay for Compounds that Act as Agonists of the Vanilloid Receptor 1; Transient receptor potential cation channel subfamily V member 1 (Homo sapiens), Q8NER1; TRPV1-expressing cells, Fluo-8 calcium influx, agonist mode; activation, % at 8.33 µM; 320,000 compounds, 0.19% hits; in the data active = activation above about 80%; inconclusive = between about 30% and that limit; note: 0% is about no effect
#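 TRPV1-expressing cells were cultured overnight at 35.5C and loaded with Fluo-8 calcium dye for 40 to 90 min at room temperature. After a 10 s baseline, compound was added and calcium influx was read kinetically for 3 min (ex 480/em 520 nm).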
# p53 reactivator = qHTS assay for re-activators of p53 using a Luc reporter; H1299 p53-A138V BP100-luciferase reporter, luminescence, 24 h; Potency, µM (top dose mostly 92.2 µM), without a hit: top-dose activity change, positive = activation, actives largely listed as activators; 320,000 compounds, 0.063% hits; AID 504706, 2011; note: potency is the fitted concentration of half-maximal effect; % of control where 0% means no effect; nearly all actives have a fitted effect of over 45% in size
#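 p53-null H1299 cells stably carrying temperature-sensitive p53-A138V and a BP100-luciferase reporter were pinned with compounds (4-point, 1:5 series) and held 24 hrs at 37 deg C. Luminescence was read 10 min after detection reagent.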
# A-T KAP1 phos = qHTS Assay for Identifying a Potential Treatment of Ataxia-Telangiectasia | […] A-T fibroblasts, KAP-1 phosphorylation AlphaLISA; neocarzinostatin DNA damage 30 min before lysis | Potency, µM (doses to about 57.5 µM), without a hit: at the top dose activation, most hits filed as activators | 320,000 compounds, 0.19% hits | AID 485349, 2010; note: potency is the fitted concentration of half-maximal effect; % of control where 0% means no effect; nearly all actives have a fitted effect of over 45% in size
#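 hTERT-immortalized A-T patient fibroblasts ([…]), 500 cells/well in OPTI-MEM, 1% FBS, got compounds for 60 min, then NCS for 30 min at 37C. Lysates were then assayed for phospho-KAP-1 by AlphaLISA (anti-pKAP1 donor, anti-KAP1 acceptor beads), 6 hr at 25C.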
# * = called active by the depositor; ? = inconclusive; / = no result given; [ ] = another dose, or the depositor's remark. Unless noted, calls come from the whole dose curve; as a rule, active = well fitted curve in the direction sought with a large enough effect; inconclusive = small, poorly fitted or top-dose-only effect, or another doubt; inactive = no such curve, though single readings can be large; an effect the other way counts as inactive or inconclusive.
1	COc1cc2c(cc1OC)C(c1ccccc1)=NCC2
2	N#Cc1c(N2CCCC2)nc(N)c2c(N)nc(N3CCCC3)cc12
3	Cc1ccccc1CC(=O)N1CCCC(CNC(=O)c2ccc(F)cc2)C1 (stereo not given)
4	Cn1c(CNC(=O)CNS(=O)(=O)c2ccc(Br)cc2)cc(=O)n(C)c1=O
5	CC(C)(C)OC(=O)C[C@@H]1C/C=C\C[C@@H](CC(=O)N[C@H](CO)Cc2ccccc2)C(=O)NC[C@@H](c2ccccc2)OC1=O
6	CCC(C)NC(=O)C1CCCN(C(=O)NC2CCCCC2)C1 (stereo not given)
7	COc1ccc(-c2cc(-c3c(O)c(OC)c4occc4c3OC)[nH]n2)cc1OC
8	CCCCOc1ccc(Cl)cc1CSc1nncn1N

Compound,1,2,3,4,5,6,7,8
BRCA1 expr up,-30%,-33%,-6%,-1%,6%,0%,41%,3%
ELG1 DNA repair,4%,?,4%,9%,?,1%,26µM*,-7%
TCR activator,4%[46.1 µM],-5%,-7%,-2%,-3%,2%,4%,/
CXXC DNA block,2%,?,0%,-10%,/,1%,-5%,-1%
Integrin act MD,19%,-14%,13%,-20%,-7%,25%,-13%,-2%[7.66 µM]
TSG101-PTAP inh,-1%,-5%,-2%,-1%,-6%,-2%,-1%,-6%
B2AR arrestin,-0.3%,0.3%,-0.1%,0.1%,-0.1%,0.5%,0.3%,-0.5%
TRPV1 ag,-1,6,1,1,/,-1,-1,10
p53 reactivator,-8%,?,3%,22%,-7%,-5%,1%,-27%
A-T KAP1 phos,2%,9%,7%,7%,3%,-4%,7%,-1%

9	N#Cc1ccc(CC(C(=O)O)N2Cc3ccccc3C2=O)cc1 (stereo not given)
10	CCC(C(=O)Nc1cc(C)cc(C)n1)c1ccccc1 (stereo not given)
11	CCOc1ccc(NS(=O)(=O)c2ccc(C(=O)NCC(c3ccc(OC)cc3)N3CCCC3)cc2)cc1 (stereo not given)
12	CC(NC(=O)C(=O)N/N=C\c1cccc([N+](=O)[O-])c1)c1ccccc1 (stereo not given)
13	O=C(Nc1ccc2nc3n(c(=O)c2c1)CCCC3)c1cccc(F)c1
14	CCOC(=O)c1ccc(NS(=O)(=O)c2c(N)n(C)c(=O)n(C)c2=O)cc1
15	CC(C)C(c1nnnn1CCc1ccccc1)N1CCC(C(N)=O)CC1 (stereo not given)
16	NC(=O)c1ccc(NC(=O)CNC(c2ccccc2)c2ccccc2)cc1

Compound,9,10,11,12,13,14,15,16
BRCA1 expr up,-12%,9%,-15%,-14%,10µM*,13%,-7%,-24%
ELG1 DNA repair,2%,/,12%,-14%,?,/,-21%,3%
TCR activator,19%,-3%,-4%,2%,1%,2%,10%,-2%
CXXC DNA block,-14%,/,/,-7%,21%,/,-2%,-2%
Integrin act MD,5%,16%,-33%[inhibitor],3%,-41%,37%,-19%,-18%
TSG101-PTAP inh,-3%,-1%,-1%,1%,-3%,0%,-4%,0%
B2AR arrestin,-0.6%,/,0.2%,-0.7%,-0.3%,/,0.2%,-0.3%
TRPV1 ag,-1,/,0,-2,-4,/,3,?
p53 reactivator,4%,/,-1%,1%,3%,/,4%,-10%
A-T KAP1 phos,7%,/,8%,3%,3%,/,-4%,-1%

# (further entries)
# Screens in order – BRCA1 expr up, ELG1 DNA repair, TCR activator, CXXC DNA block, Integrin act MD, TSG101-PTAP inh, B2AR arrestin, TRPV1 ag, p53 reactivator, A-T KAP1 phos
[17] Cc1cc(C)cc(NC(=O)/C=C/c2ccc([N+](=O)[O-])s2)c1
  -46%, -1%, -1%[46.1 µM], 8%, -46%[inhibitor], -2%, -0.7%, 3, ?, -1%
[18] CC(=O)c1ccc(NC(=O)C(C)N(C)CC(=O)Nc2ccc(N3CCOCC3)cc2)cc1 (stereo not given)
  -11%, -14%, 5%, 7%, -20%, 1%, 0.5%, 5, -1%, 6%
[19] CCOc1ccc(OCC)c(NC(=O)C2C3C=CC(O3)C2C(=O)NCc2ccco2)c1 (stereo not given)
  26%, ?, 0%, -3%, -11%, -9%, 0.1%, 0, -1%, 1%
[20] Clc1ccc(CON/C=N/c2ncnc3sccc23)c(Cl)c1
  -26%, -26%, 6%, 3%, -31%, -1%, -0.8%, 14, 3%, 1%
[21] Nc1c(-c2ccc(Cl)cc2)cnn1-c1cc(C(F)(F)F)cc(C(F)(F)F)c1
  -8%, 5%, -5%, -1%, 0%, 0%, -0.5%, -3, -1%, -6%
[22] CCOC(=O)N1CCN(S(=O)(=O)c2ccc(OCC(=O)OC)c(C)c2)CC1
  -23%, 17%, 7%, -9%, -6%, 0%, -0.3%, 2, 11%, 2%
[23] O=C(CN1C(=O)CSc2cc(S(=O)(=O)N3CCCCCC3)ccc21)NCCc1ccccc1
  -24%, -25%, 2%, 7%, 0%, 0%, 0.1%, 18, 4%, -4%
[24] O=C1CCCC(c2ccccc2)N1 (stereo not given)
  -24%, 3%, -7%, -7%, 5%, 1%, -1.3%, -4, 6%, 0%
[25] Cc1nc(Cc2nnc(SCC(=O)N(C)c3ccccc3)o2)cs1
  14%, 13%, 14%, /, 2%, -1%, -0.1%, 1, 1%, 10%
[26] CC(C)Oc1cccc(C(=O)Nc2ccc(Br)cc2F)c1
  ?, ?, -4%[46.1 µM], -5%, -16%, 0%, 7.5%, ?, ?, 7%
[27] O=C1N/C(=C/c2ccc(N3CCOCC3)o2)C(=O)N1c1ccccc1
  -45%, ?, 12%[46.1 µM], ?, -55%[inhibitor], ?, -1.0%, -4, -20%, -3%
[28] CC(=O)Nc1ccc(OCc2cccc([N+](=O)[O-])c2)cc1
  ?, ?, -4%, 0%, 3%, -5%, -0.2%, -3, 4%, -3%
[29] O=C1Nc2ccccc2/C1=C/c1ccccc1Cl
  -70%, -9%, -7%, 2%, -3%, -4%, 3.3%, 2, 10%, 2%
[30] O=c1o[nH]c(-c2ccccc2)c1C1=NCCCCC1
  3%, 1%, /, 4%, 8%, -4%, 0.0%, 3, -4%, 3%
[31] CCOc1ccc(NC(=O)CSc2nc3[nH]ncc3c(=O)n2-c2ccccc2OC)cc1
  -3%, 25%, -8%, 8%, 26%, -4%, -0.7%, -2, -11%, -7%
[32] Cc1ccc(C(=O)NCC(=O)Nc2ncccc2C)s1
  5%, 5%, -4%, /, 16%, -1%, -0.2%, -2, 3%, 2%
[33] CN(C)C(=O)COC(=O)c1ccc(S(=O)(=O)NCc2ccco2)cc1
  3%, -9%, 2%, -8%, -19%, -4%, -0.6%, 0, -3%, 1%
[34] CCOC(=O)C1CCN(C(=O)CCCn2c(=O)c3cccn3c3cccnc32)CC1
  -2%, -8%, 11%, 14%, ?, 2%, 0.5%, 1, -19%, -9%
[35] CCOC(=O)C(NCc1ccccn1)(NC(=O)c1cccnc1)C(F)(F)F (stereo not given)
  7%, -9%, 6%, -6%, 12%, 0%, -0.2%, 1, 14%, -1%
[36] COc1ccc(-c2cc(C(=O)NCCCn3ccnc3)no2)cc1
  6%, 2%, 7%, 1%, 22%, -2%, 0.2%, 10, 8%, 0%
[37] CSc1ncccc1C(=O)Nc1nc(C(C)(C)C)cs1
  76%, 8%, 1%, -6%, -17%, -3%, 0.0%, 20, 3%, -5%
